Assay outcomes from PubChem BioAssay.
Vif-A3F inh: Vif-A3F binding inhibition; HeLa A3F-eYFP + Vif (tagged APOBEC3F with the HIV-1 protein that degrades it), YFP fluorescence increase; Potency, µM (highest dose often 46.1 µM), for inactives: top-dose activity, negative = active; 390,000 compounds, 0.2% hits; also: potency is read from the fitted curve at half-maximal effect; % of control where 0% means no effect; nearly all actives have a fitted effect of over 65% in size
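HeLa cells stably expressing A3F-eYFP plus Vif, plated and incubated overnight at 37 deg C, then exposed to compounds overnight at 37 deg C. Blocked degradation read as raised yellow fluorescence (Ex 488/Em 500-530).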
D2 antagonist: antagonizes the human D2 dopamine receptor | P14416 | HEK293 TREx D2 cells, calcium flux, dopamine EC80 | inhibition, % at 10 µM | 340,000 compounds, 2% hits | AID 485344; in the data active = inhibition above about 30%; also: 0% is about no effect
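Antagonism is scored as inhibition of an EC80 dopamine-evoked calcium signal in a force-coupled, tetracycline-inducible HEK293 T-REx D2 line, with compound present 180 s before agonist.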
ALOX12 inh: blocks human arachidonate 12S-lipoxygenase | P18054 | purified 12hLO, xylenol orange hydroperoxide absorbance | Potency, µM (titrated, usually from 108 µM), for inactives: top-dose activity change, negative = inhibition, actives largely listed as inhibitors | 580,000 compounds, 1.1% hits; also: potency is read from the fitted curve at half-maximal effect; % is scaled to controls: 0 for no effect and ±100 for the full control effect
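Purified human 12hLO at 150 nM in 25 mM Hepes, 0.01% Triton X-100, pH 7.0, preincubated 15 min at room temperature with compound. Reaction started with 40 uM arachidonic acid, 30 min at room temperature. Hydroperoxide measured by Fe-xylenol orange, 573/405 nm absorbance ratio.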
D2 ag: D2 dopamine receptor (human) agonism; 340,000 compounds, 0.53% hits; HEK293 T-REx D2 cells, calcium flux agonist mode; activation, % at 2 µM; AID 485358; P14416;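 active = activation over 3 SD above normal in the single-dose calcium agonist read, cut at about 30% in these data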; also: 0% is about no effect
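Tetracycline-induced HEK293 Trex cells with D2 receptor force-coupled to calcium signaling, plated overnight at 30 C and loaded with no-wash calcium dye. Calcium flux read kinetically for 180 s after compound addition; responses flag agonists.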
Glioma ERSR ind: induces the endoplasmic reticulum stress response in human glioma cells | U87-MG GRP78 promoter luciferase reporter, 16 h | Potency, µM, for the others: at the top dose activation, actives largely listed as activators | 420,000 compounds, 0.02% hits | AID 602332; also: potency is read from the fitted curve at half-maximal effect; series mostly up to about 76 µM; % of control where 0% means no effect; nearly all actives have a fitted effect of over 35% in size
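Stably transfected U87-MG glioma cells carrying a GRP78-based luciferase sensor; 16 h compound incubation. Luminescence end-point read 10 min after Bright-Glo addition at room temperature.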
LDHA inh: blocks human lactate dehydrogenase A | purified LDHA, NADH/diaphorase-resazurin fluorescence; stronger effect = lower value | activity change, % (values are at about 110 or 230 µM) | 480,000 compounds, 0.15% hits; in the data active = activity change below about -30%; inconclusive = mostly about -25% to -30%;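 also: plate controls were DMSO wells for no effect and wells without enzyme for full effect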
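Human LDH5 (2 nM) was incubated with 0.06 mM NADH and 0.2 mM pyruvate for 5 min at room temperature in Tris pH 7.4. Remaining NADH was coupled through diaphorase/resazurin, and resorufin fluorescence was read at 0 and 20 min.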
Vif-A3G inh: blocks the Vif interaction with human APOBEC3G. HeLa A3G-eYFP + Vif (tagged APOBEC3G with the HIV-1 protein that degrades it), YFP fluorescence, overnight. Potency, µM (titrated, usually from 46.1 µM), for inactives: at the top dose activity, negative = active, hits mostly inhibitors. 410,000 compounds, 0.076% hits;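 also: potency is read from the fitted curve at half-maximal effect; % is scaled to controls: 0 for no effect and ±100 for the full control effect; nearly all actives have a fitted effect of over 60% in size; hits raise eYFP signal because A3G escapes Vif-driven loss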
Target sequence (Q9HC16 whole entry, looked up): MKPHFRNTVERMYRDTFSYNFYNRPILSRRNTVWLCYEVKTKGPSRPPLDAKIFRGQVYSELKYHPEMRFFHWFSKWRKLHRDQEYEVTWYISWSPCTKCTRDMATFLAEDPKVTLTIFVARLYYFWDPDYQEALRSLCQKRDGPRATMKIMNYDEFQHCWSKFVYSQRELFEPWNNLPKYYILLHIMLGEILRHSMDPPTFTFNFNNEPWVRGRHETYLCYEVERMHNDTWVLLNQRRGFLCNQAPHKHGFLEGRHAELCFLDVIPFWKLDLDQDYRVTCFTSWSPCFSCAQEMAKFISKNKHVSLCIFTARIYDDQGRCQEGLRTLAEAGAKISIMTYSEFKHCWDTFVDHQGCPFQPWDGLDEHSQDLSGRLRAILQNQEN
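Read-out is eYFP fluorescence (Ex 488/Em 500-530) from Vif-expressing HeLa A3G-eYFP cells; more signal means A3G escaped Vif-mediated degradation. Cells plated overnight, compound pinned in, incubated overnight at 37 deg C.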
RGS4 inhibitor: human RGS4 inhibition. P49798. Transcreener GDP fluorescence polarization, RGS4-accelerated GTP hydrolysis. Potency, µM (series often up to 114 µM), for inactives: top-dose activity change, negative = inhibition, hits mostly inhibitors. 390,000 compounds, 0.039% hits; also: potency is read from the fitted curve at half-maximal effect; % is scaled to controls: 0 for no effect and ±100 for the full control effect; nearly all actives have a fitted effect of over 75% in size; some results filed as inactive show a strong effect at the top dose
Target sequence (P49798 whole entry, looked up): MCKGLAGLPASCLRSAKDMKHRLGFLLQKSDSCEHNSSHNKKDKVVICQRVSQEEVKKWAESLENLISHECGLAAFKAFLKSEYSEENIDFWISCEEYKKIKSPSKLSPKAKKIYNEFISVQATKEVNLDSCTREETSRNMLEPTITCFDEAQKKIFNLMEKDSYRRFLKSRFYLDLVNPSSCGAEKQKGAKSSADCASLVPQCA
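MLSMR compounds (23 nl, pin-transferred) preincubated 10 min at room temperature with a 500nM (2x) first reagent, then RGS4 at 900nM (2x) plus Transcreener GDP mix added; fluorescence polarization (620/688 nm) read before and after 90 min at 30 °C.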
ERG Ets-DNA blk: blocks human ERG Ets domain binding to DNA; P11308; fluorescence polarization, His-ERG Ets domain / labelled DNA; Potency, µM (series often up to 76.9 µM), for the others: top-dose FP activity, negative = inhibition, most hits filed as inhibitors; 370,000 compounds, 0.028% hits; active = well fitted inhibition curve with a large enough effect in the polarisation, with a control signal flat; inconclusive = small, poorly fitted or top-dose-only effect, or effect the other way, or a change in a side signal; inactive = no such curve, though single readings can be large or run the other way; the % refers to the polarisation;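 also: polarization taken with two DNA probes labelled with fluorescein and Texas red; potency is read from the fitted curve at half-maximal effect; % of control where 0% means no effect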
Target sequence (P11308 whole entry, looked up, the tested form may be a part): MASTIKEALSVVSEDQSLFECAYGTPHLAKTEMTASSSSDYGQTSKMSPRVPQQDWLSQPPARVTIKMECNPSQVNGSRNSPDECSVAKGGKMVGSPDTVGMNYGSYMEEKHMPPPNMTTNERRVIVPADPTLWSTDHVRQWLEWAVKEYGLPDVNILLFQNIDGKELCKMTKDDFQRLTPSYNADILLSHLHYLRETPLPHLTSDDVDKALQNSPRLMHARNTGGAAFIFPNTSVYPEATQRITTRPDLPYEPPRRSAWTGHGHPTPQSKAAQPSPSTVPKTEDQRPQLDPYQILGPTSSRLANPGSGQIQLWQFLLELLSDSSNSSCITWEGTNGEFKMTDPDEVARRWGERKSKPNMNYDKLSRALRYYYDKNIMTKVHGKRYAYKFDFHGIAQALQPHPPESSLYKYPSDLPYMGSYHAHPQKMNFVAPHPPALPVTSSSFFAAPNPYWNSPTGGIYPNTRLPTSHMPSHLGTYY
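His-tagged ERG Ets domain (1 uM in the protein solution; 300mM KCl, 50mM Tris-HCl, 1mM EDTA, 1mM DTT, pH 7.5) received compound, then a probe mix of 5 nM fluorescein-DNA and 100nM Texas-615-DNA. Fluorescence polarization was read for both dyes.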
Numbers without * were called inactive; ? = inconclusive; . = not tested or not shown; & = joins results of further samples; [ ] = remark or other dose. Unless noted, calls follow the shape of the dose curve; as a rule, active = well fitted curve in the direction sought with a large enough effect; inconclusive = small, poorly fitted or top-dose-only effect, or another doubt; inactive = no such curve, though single readings can be large; an effect the other way counts as inactive or inconclusive. Not all compounds are listed; the hit share may differ from the screen's.

SMILES | Vif-A3F inh | D2 antagonist | ALOX12 inh | D2 ag | Glioma ERSR ind | LDHA inh | Vif-A3G inh | RGS4 inhibitor | ERG Ets-DNA blk
CCC(=O)Nc1nnc(SCCOC)s1 | -8.7% | -0.3 | -10.0% | 1.2 | -2.0% | -3.8 | 2.0% | 13.9% | 5.8%
O=C(NCC1CCCO1)c1cc2n(n1)C(C(F)(F)F)CC(c1ccc(F)cc1)N2 (configuration not stated) | -0.9% | -18.2 | 0.0% | 0.1 | -4.9% | -4.0 | -1.0% | 12.0% | -2.4%
Cc1cccc(N2CCN(C(=O)CS(=O)(=O)Cc3nc(-c4ccccc4C)oc3C)CC2C)c1 (configuration not stated) | -4.2% | . | ? | 0.0 | -4.5% | 10.3&8.7 | 1.7% | -13.1% | -3.1%
CN(Cc1ccccc1)S(=O)(=O)c1cccc(C(=O)O)c1 | 3.1% | 2.4 | ? | -0.3 | -3.8% | 0.3 | -1.5% | -15.2% | 0.4%
Cn1nccc1C(=O)Nc1sc2c(c1C(N)=O)CCCC2 | -15.3% | 1.3 | -0.1% | 0.1 | 7.4% | -7.9 | -10.6% | 1.7% | 4.7%
CN(CCC1CCOCC1)C(=O)CC1C(=O)NCCN1Cc1c(F)cccc1Cl (configuration not stated) | -1.1% | 6.3 | ? | 0.6 | -1.5% | -1.1 | -0.8% | -7.0% | -17.6%
O=C(CSc1ncn[nH]1)NCc1ccc(Cl)cc1 | 4.6% | 0.1 | -1.3% | -0.2 | -4.2% | -4.1 | -0.4% | 21.0% | 3.2%
CCC1CCCCN1C(=O)CSc1n[nH]c(-c2ccccc2Cl)n1 (configuration not stated) | -1.1% | . | ? | . | -1.7% | 3.5 | 6.3% | -21.4% | -5.4%
N#C/C(=C\C=C\c1ccccc1)c1nc(-c2ccc3c(c2)OCO3)cs1 | ? | 0.0 | -4.3% | 1.5 | -5.8% | -4.9 | 0.0% | -6.5% | -8.6%
COc1cccc(CN2CC(C(=O)NCCCCc3ccccn3)CCC2=O)c1 (configuration not stated) | 3.1% | 3.1 | -11.8% | 0.4 | -7.0% | -4.1 | -2.5% | -12.4% | -3.9%
COc1ccccc1CC(NC(C)=O)C(=O)NC1CCN(S(=O)(=O)c2ccccc2)CC1 (configuration not stated) | -8.4% | 0.6 | -21.1% | 1.1 | -1.4% | -9.9 | 0.7% | 11.7% | 3.2%
C=CCn1c(CC(C)(C)C)nc2ccccc21 | -16.8% | 6.5 | -2.8% | -0.1 | -5.8% | -7.8 | -4.5% | -28.2% | 0.1%
COc1ccc(/C=N/n2nnnc2N)cc1OC | 5.4% | 5.4 | ? | 4.0 | -3.2% | -0.8 | 1.7% | -2.4% | -1.5%
O=C1c2ccccc2S(=O)(=O)N1Cc1c(F)cccc1Cl | -1.5% | . | -14.8% | . | 0.9% | -3.8 | 1.1% | 14.1% | 1.7%
Cc1c(/C(O)=C2/C(=O)C(=O)N(CCN3CCOCC3)C2c2ccccn2)cnn1-c1ccccc1 (configuration not stated) | 4.6% | 0.4 | 1.0% | 0.8 | -11.5% | 16.0 | 0.9% | ? | 7.1%
Cc1cc(C)c2oc(C(=O)N3CCN(C)CC3)cc(=O)c2c1 | -2.2% | 15.3 | 14.7% | 1.9 | -2.5% | -2.2 | 4.3% | 18.2%[56.9 µM] | 2.4%
O=C(NCc1ccc2c(c1)CCN2C(=O)c1ccncc1)c1ccccc1F | -9.2% | . | ? | -0.2 | -3.0% | 6.2 | 1.9% | 7.5% | 9.7%
CN(C)N=Nc1ccc(S(=O)(=O)N2CCSC2C(=O)O)cc1 (configuration not stated) | -2.1% | . | -4.2% | . | -2.3% | -8.6 | 2.1% | 11.9% | -4.8%
COc1ccc(Cn2c(=O)[nH]c3cc(C(=O)Nc4ccccc4C)ccc32)cc1 | 1.5% | -6.4 | 29.8% | 0.3 | 0.8% | 1.1 | -33.0% | -19.3% | 8.6%
Cc1ccccc1OCC(=O)NC(C)c1ccccc1 (configuration not stated) | -5.2% | 5.6 | 17.7% | 0.0 | -2.3% | 0.6 | -1.1% | 8.9% | 7.8%
COCCNC(=O)CN(C)S(=O)(=O)c1ccc2c(c1)OCCO2 | . | -15.6 | 56.1%[activator] | -0.1 | -3.3% | 1.0 | -0.2% | 2.4% | -1.7%
COc1cc(C(=S)N2CCOCC2)cc(OC)c1OC(=O)c1ccc([N+](=O)[O-])cc1[N+](=O)[O-] | 6.3% | 2.2 | -1.3% | 1.0 | -2.3% | 0.1 | -27.6% | 3.0% | 3.3%
CCN(Cc1ccccc1)C(=O)C(C)OC(=O)c1cc(S(=O)(=O)Nc2c(C)n(C)n(-c3ccccc3)c2=O)ccc1C (configuration not stated) | -0.7% | 3.0 | -6.9% | 3.3 | -0.4% | -0.1 | 2.5% | -44.9%[56.9 µM] | 4.7%
COC(=O)C(O)(CC(=O)Nc1ccc(C)c(F)c1)C(F)(F)F (configuration not stated) | 3.0% | -0.7 | -8.6% | -0.3 | -3.0% | 3.2 | -1.2% | -2.9% | 6.4%
CC1CCCN(Cc2cnc(Cl)s2)C1 (configuration not stated) | 1.9% | 23.9 | -27.3% | -0.2 | -3.3% | -2.7 | 1.0% | 42.7% | -9.7%
CCOC(=O)c1ccc(NC(=O)CSc2nc3ccccc3c(=O)n2CCC(=O)NC2CCCCC2)cc1 | -0.5% | . | -15.8% | 2.0 | -3.6% | 0.2 | -1.9% | -12.2% | -5.4%
Cc1[nH]c2ccccc2c1-c1csc(NC(=O)CSCCO)n1 | 0.0% | 0.4 | -17.6% | 0.3 | 5.8% | 12.1 | -1.2% | 10.2% | 0.9%
NC(=O)c1ccc(N2CCCC2)nc1 | -1.1% | . | -13.1% | . | 0.0% | 7.8 | -1.6% | -1.9% | -1.7%
COc1ccc(/C=C2/SC(=S)NC2=O)cc1OCc1ccccc1 | -10.5% | 10.2 | 4.6% | 0.5 | -3.0% | -1.9 | 0.0% | -21.4% | 15.3%
O=C1C2CC=C(Cl)CC2C(=O)N1CCC[n+]1cccc2ccccc21 (configuration not stated) | -21.8% | 6.2 | 8.8% | 2.6 | -1.9% | 12.8 | 0.0% | -35.7% | .
O=C(CC1N=C2c3ccccc3N=C(SCC(=O)Nc3cccc(Cl)c3)N2C1=O)NCc1cccs1 (configuration not stated) | 1.0% | . | ? | 1.1 | -2.6% | 1.8 | -8.0% | -24.5% | 12.7%
Cc1cc(C)c(NC(=O)c2oc3c(c2C)-c2[nH]ncc2CC3)c(C)c1 | 1.5% | . | -29.0% | -0.6 | 0.0% | 22.0 | -10.0% | 9.5% | -0.1%
CCC(C)NC(=O)CSc1ccc(S(=O)(=O)N2CCN(Cc3ccccc3)CC2)cn1 (configuration not stated) | -5.5% | 17.0 | -10.1% | -0.1 | -4.0% | -7.4 | 4.4% | 6.4% | 5.4%
COc1ccc(CNC(=O)C/C(C)=N/NC(=O)c2cnccn2)cc1 | -0.5% | 7.8 | 0.6% | -1.6 | -2.9% | -1.7 | 14.5% | 12.1% | -0.1%
O=C(c1ccc(F)c(F)c1)N1CCCc2ccccc21 | 2.2% | -6.5 | ? | -0.6 | -3.8% | -11.1 | -2.9% | -14.1% | -4.2%
Cc1cc(NC(=O)C(C)Sc2nc(-c3ccccc3)cc(=O)[nH]2)no1 (configuration not stated) | -15.2% | . | 30.7%[activator] | . | -3.5% | -1.1 | -7.9% | -4.3% | -15.9%
COc1ccccc1N(CC(=O)NCCSCc1ccccc1)S(C)(=O)=O | -4.4%&0.2% | 3.1 | 0.0%&11.0% | 0.6 | -6.8%&-0.3% | -3.5&-2.6 | -0.3%&2.3% | -13.9%&-9.1% | -2.8%&-3.3%
COc1cc(C(=O)Nc2cc(C(F)(F)F)ccc2Cl)cc(OC)c1OC | 3.6% | -16.4 | 4.8% | -0.5 | -1.9% | -3.7 | 0.2% | 24.6% | 1.2%
COc1ccccc1C1CCN(C(=S)Nc2ccc(Br)cc2)CC1 | -12.0% | -7.6 | 0.0% | -0.6 | 0.6% | -5.9 | -2.9% | 3.0% | 2.6%
CCN(CC)c1nn2c(=O)c(C(=O)NCCc3ccc(C)cc3)cnc2s1 | 4.3% | . | -7.0% | -0.3 | -3.7% | -5.6 | 0.6% | -8.8% | -5.8%
O=C(CCc1ccccc1)N1CCN(c2ccc([N+](=O)[O-])cc2)CC1 | -9.2% | 1.9 | -24.0% | 2.7 | -2.4% | 0.3 | -4.2% | -19.8% | 3.9%
Cc1ccc(CC2CC(=O)N(c3cc(C)ccc3C)C2=O)cc1 (configuration not stated) | -5.1% | 3.8 | -23.8% | 11.7 | -1.9% | -3.2 | -0.6% | -9.0% | 13.0%
COc1ccccc1/C=C1\SC(=S)N(N2C(=O)CCCC2=O)C1=O | -1.0% | 16.9 | ? | 0.9 | -2.5% | -2.8 | -1.5% | 6.7% | 2.4%

Fetched one by one from the list above, two records:
SMILES | Vif-A3F inh | D2 antagonist | ALOX12 inh | D2 ag | Glioma ERSR ind | LDHA inh | Vif-A3G inh | RGS4 inhibitor | ERG Ets-DNA blk
CN(C)N=Nc1ccc(S(=O)(=O)N2CCSC2C(=O)O)cc1 (configuration not stated) | -2.1% | . | -4.2% | . | -2.3% | -8.6 | 2.1% | 11.9% | -4.8%
CN(CCC1CCOCC1)C(=O)CC1C(=O)NCCN1Cc1c(F)cccc1Cl (configuration not stated) | -1.1% | 6.3 | ? | 0.6 | -1.5% | -1.1 | -0.8% | -7.0% | -17.6%
